# Compound activity from PubChem.
# Large T inhibition = SV40 large T antigen inhibitors, biochemical (AID 1903) | SV40 large T antigen ATPase/helicase inhibition assay; higher % means a stronger effect | inhibition, % at 20 µM, or IC50 in µM where a hit was titrated | 310,000 tested, 0.39% active; in the data active means a potency from the dose series; further: strong numbers were not always called active
# NOD1 inhibition = inhibition of NOD1-driven NF-kB reporter – cell-based, luminescence, uHTS, primary screen (AID 1578); NOD1-driven NF-kB luciferase reporter cells, luminescence; higher % means a stronger effect; inhibition, % at 4 µM; hits with a dose series show EC50 in µM; 290,000 tested, 1% active; in the data active means inhibition mostly above about 36%, no sharp cut-off; inactive means mostly below about 34%;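 further: HEK-293T reporter cells stimulated with the NOD1 agonist gamma-tri-DAP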
# Rac1 GTP hydrolysis = MgcRacGAP GTPase-activating activity inhibitors, confirmation, biochemical, ADP Hunter fluorescence. MgcRacGAP-stimulated Rac1 GTP hydrolysis, ADP Hunter fluorescence; higher % means a stronger effect; GST-tagged Rac1 F28L mutant substrate. one-dose inhibition, % at 30 µM; IC50 in µM for titrated hits. 340,000 tested, 0.6% active. AID 624330;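 active means first-screen hits whose inhibition reached a set limit at any dose in the follow-up dose series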;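 further: fluorescence reports GDP produced by GAP-driven GTP hydrolysis; strong numbers were not always called active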
# GPR55 antagonists = GPR55 antagonists blocking LPI-driven arrestin recruitment, primary screen, imaging, U2OS, beta-arrestin-GFP, LPI agonist (AID 2013) | U2OS GPR55 beta-arrestin-GFP translocation imaging, LPI antagonism; higher % means a stronger effect | 290,000 tested, 0.13% active | inhibition, % at 10 µM, or IC50 in µM where a hit was titrated;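 active means spots per cell inhibited over 60%, with over 100 cells counted and total cytoplasm intensity under 500,000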;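 further: U2OS cells stably carrying GPR55 and arrestin-GFP stimulated by 5 µM LPI near EC80; imaged beta-arrestin-GFP aggregate spots per cell after agonist stimulation; plate controls were LPI-stimulated DMSO wells for no effect and DMSO wells without LPI for full effect; some results filed as inactive read as strong as hits; confirmed hits need IC50 under 10 µM and bright autofluorescent wells are also inconclusive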
# KOR beta-arrestin-1 = kappa opioid receptor blockers – cell-based, luminescence, uHTS (AID 1778) | KOR beta-arrestin recruitment, luminescence, antagonist mode; higher % means a stronger effect | 290,000 tested, 0.091% active | inhibition, % at 10 µM; hits with a dose series show IC50 in µM; further: strong numbers were not always called active
# HIV fusion peptide = inhibitors of HIV fusion peptide binding, primary screen, biochemical, uHTS, fluorescence dequenching (AID 1986) | cell-free peptide binding, fluorescence dequenching, 30 min; higher % means a stronger effect | one-dose inhibition, % at 20 µM; IC50 in µM for titrated hits | 290,000 tested, 0.3% active; in the data active means inhibition mostly above about 52%, no sharp cut-off; inactive means mostly below about 76%; further: some results filed as inactive read as strong as hits
# GPR55 activation = GPR55 agonists via beta-arrestin recruitment, primary screen, imaging, U2OS cells, beta-arrestin-GFP redistribution (AID 1961). U2OS GPR55 beta-arrestin-GFP redistribution imaging; higher % means a stronger effect. activation, % at 10 µM; hits with a dose series show EC50 in µM. 290,000 tested, 0.048% active;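 active means activation above 40% with more than 50 cells counted in the well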;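 further: U2OS osteosarcoma cells stably expressing GPR55 and beta-arrestin-GFP; plate controls were DMSO negative control for no effect and LPI positive control for full effect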
# KOR beta-arrestin-2 = kappa opioid receptor activators – cell-based, luminescence, uHTS, primary screen (AID 1777). KOR beta-arrestin recruitment, luminescence; higher % means a stronger effect. one-dose activation, % at 10 µM; EC50 in µM for titrated hits. 280,000 tested, 0.02% active; in the data active means activation above about 50%, passing the limit was not always enough; further: a part of the inactive calls stands beside numbers as strong as those of hits
# NOD2 inhibition = inhibition of NOD2-driven NF-kB reporter – cell-based, luminescence, uHTS, HEK293 (AID 1566). HEK293 NOD2/NF-kB luciferase reporter, luminescence; higher % means a stronger effect. one-dose inhibition, % at 4 µM; EC50 in µM for titrated hits. 290,000 tested, 0.63% active; further: many of its hits are not listed in these tables
# An asterisk follows results filed as active; · = not tested or not shown; [ ] = another dose, or the depositor's remark. Unless noted, no stated cut-off is given here; in the data, active means inhibition above about 50%; inactive means the rest.
SMILES,Large T inhibition,NOD1 inhibition,Rac1 GTP hydrolysis,GPR55 antagonists,KOR beta-arrestin-1,HIV fusion peptide,GPR55 activation,KOR beta-arrestin-2,NOD2 inhibition
O=C(c1ccccc1)N1CCC(=O)N1c1ccccc1,11%,-1%,8%,4%,-23%,-1.5%,-0.3%,3.9%,-8%
CN1c2ccccc2C(O)=C(C(=S)Nc2ccc(F)c(Cl)c2)S1(=O)=O,9%,-9%,10%,10%,-30%,29%,-0.3%,0.2%,3%
CCOc1ccc(C2C=C(c3ccc(C)cc3)Nc3ncnn32)cc1 (stereo not drawn),18%,-22%,·,6%,-14%,-0.8%,0.6%,5.5%,8%
CCC(C)[C@H](NC(=O)NCc1ccc(OC)c(OC)c1)C(=O)O (stereo partly drawn),16%,-4%,11%,15%,27%,0.3%,-0.2%,-4.6%,9%
CCc1ccccc1N(CC(=O)NC1CCCC1)C(=O)CNC(=O)c1cccs1,7%,-29%,0%,15%,-33%,1.1%,0.2%,-0.6%,-12%
Cc1cc(=O)n2nc(N3CCCC(C(=O)Nc4ccc(C)c(C)c4)C3)sc2n1 (stereo not drawn),8%,-17%,-4%,2%,16%[20 µM],1.1%,0.9%,-4.8%,3%
Cc1ccnc(SCc2ccc([N+](=O)[O-])cc2)n1,10%,-46%,3%,-5%,-8%,0.6%,-0.1%,-3.7%,-24%
COc1cc(-c2nnc(Cn3cc(C(F)(F)F)ccc3=O)o2)cc(OC)c1OC,6%,-3%,7%,10%,-23%,0.7%,0.2%,-3.7%,7%
Cc1cc(Br)c(NC(=O)c2ccccc2[N+](=O)[O-])cc1C,11%,-56%,3%,-5%,-8%,1.4%,-0.2%,-2.8%,-2%
CCn1cc(NC(=O)Nc2ccccc2C(=O)OC)c(C(N)=O)n1,17%,10%,2%,22%,-12%,3.1%,0.2%,-1.8%,8%
COC(=O)c1cc(-c2ccc(OC)c(OC)c2)c2c(=O)[nH]c(=O)n(C)c2n1,5%,1%,4%,4%,2%,-2.5%,1.6%,-0.7%,16%
Cc1ccccc1-c1nnc(SCC#N)o1,22%,-16%,-2%,2%,-8%[20 µM],0.3%,0.0%,2.4%,-4%
CCCNc1nc2c(c(=O)n(C)c(=O)n2C)n1CCC(C)C,4%,2%,10%,2%,2%,0.6%,-0.2%,8.3%,20%
Cc1c(C)c2cc(Cl)c(OCC(=O)N3CCN(c4ccc(F)cc4)CC3)cc2oc1=O,7%,-16%,0%,7%,-35%,3.0%,0.2%,-4.1%,0%
COC(=O)CSc1nnc(CNC(=O)c2ccc(OC)c(OC)c2)n1C,3%,-20%,3%,1%,-24%,-0.1%,-0.3%,1.5%,0%
O=C(CS(=O)(=O)Nc1ccc(F)cc1Cl)Nc1ccc(F)cc1Cl,11%,-3%,14%,11%,-6%,0.0%,0.0%,-2.6%,24%
Cc1cc(C(=O)N2CCc3ccccc3C2)n[nH]1,7%,-16%,12%,-9%,-8%,-0.7%,-0.1%,0.7%,6%
COc1c(C)cc(S(=O)(=O)N2CCOCC2)c(C)c1C,10%,-24%,-1%,-3%,33%[20 µM],0.0%,0.2%,·,2%
CCC(C)COC(c1ccccc1)(c1ccccc1)C(Oc1nc(C)cc(C)n1)C(=O)O (stereo not drawn),1%,3%,5%,-13%,-3%,3.5%,0.5%,-1.2%,26%
[2H]C([2H])(CCOS(N)(=O)=O)c1ccccc1,15%,-17%,0%,-5%,-39%[20 µM],0.7%,-0.1%,0.6%,7%
Cc1cc(N/C=C/C(=O)c2cccs2)ccc1F,7%,-30%,5%,8%,-6%,-2.4%,0.9%,0.0%,-184%
COc1cc(/C=C/C(=O)O)cc(S(=O)(=O)N2CCCc3ccccc32)c1OC,12%,-2%,8%,0%,6%,1.2%,0.2%,-0.1%,-2%
O=C(O)c1cc(-c2ccc3c(c2)OCO3)nc2ccccc12,9%,-20%,8%,3%,11%,-0.3%,-0.2%,-0.3%,-6%
O=C(c1ccco1)c1nnn(Cc2ccccc2)c1-c1ccccc1,9%,-16%,3%,-15%,-19%,2.0%,-0.1%,3.5%,16%
C=CCn1cnc2c(nnn2-c2ccc(Cl)cc2)c1=O,12%,-6%,1%,2%,12%,-0.8%,0.0%,-1.9%,-4%

# Compound profiles, from the list above. Order of screens: Large T inhibition | NOD1 inhibition | Rac1 GTP hydrolysis | GPR55 antagonists | KOR beta-arrestin-1 | HIV fusion peptide | GPR55 activation | KOR beta-arrestin-2 | NOD2 inhibition
# Cc1cc(=O)n2nc(N3CCCC(C(=O)Nc4ccc(C)c(C)c4)C3)sc2n1 (stereo not drawn) across the screens: 8% | -17% | -4% | 2% | 16%[20 µM] | 1.1% | 0.9% | -4.8% | 3%
# COC(=O)CSc1nnc(CNC(=O)c2ccc(OC)c(OC)c2)n1C across the screens: 3% | -20% | 3% | 1% | -24% | -0.1% | -0.3% | 1.5% | 0%
# O=C(CS(=O)(=O)Nc1ccc(F)cc1Cl)Nc1ccc(F)cc1Cl across the screens: 11% | -3% | 14% | 11% | -6% | 0.0% | 0.0% | -2.6% | 24%
# O=C(c1ccco1)c1nnn(Cc2ccccc2)c1-c1ccccc1 across the screens: 9% | -16% | 3% | -15% | -19% | 2.0% | -0.1% | 3.5% | 16%
# O=C(O)c1cc(-c2ccc3c(c2)OCO3)nc2ccccc12 across the screens: 9% | -20% | 8% | 3% | 11% | -0.3% | -0.2% | -0.3% | -6%

# The listing continues:
SMILES,Large T inhibition,NOD1 inhibition,Rac1 GTP hydrolysis,GPR55 antagonists,KOR beta-arrestin-1,HIV fusion peptide,GPR55 activation,KOR beta-arrestin-2,NOD2 inhibition
COc1cc(OC)cc(-c2cc(N)n(S(=O)(=O)Cc3ccccc3)n2)c1,3%,-4%,5%,-5%,3%,-1.6%,-0.1%,1.0%,14%
O=C(CN(C(=O)CNC(=O)c1ccco1)c1ccc(F)cc1)NC1CCCCC1,9%,-20%,10%,7%,-13%,1.3%,-0.3%,-1.7%,-12%
C/C(=N/NC(=O)CSc1nc2ccccc2n1C)c1ccco1,-1%,-29%,7%,10%,-34%,0.0%,0.0%,0.0%,7%
O=C(Nc1ccc(N2CCCCC2)c(Cl)c1)c1ccc2c(c1)OCCO2,6%,15%,5%,-1%,-22%,-1.7%,0.0%,-2.3%,18%
CN(CC(=O)NCc1ccncc1)S(=O)(=O)c1ccc(Cl)cc1,9%,-20%,101%,20%,-11%,-0.6%,-0.2%,-7.2%,3%
Oc1ccccc1C=NC(c1ccccc1)C(O)c1ccccc1 (stereo not drawn),-4%,-9%,8%,-6%,-35%,-1.5%,-0.1%,0.3%,9%
COc1ccc(/C=N\NC(=O)c2ccccc2)cc1COc1ccc(F)cc1,-2%,39%,6%,4%,26%,-2.3%,-0.2%,-2.4%,-31%
O=C(Nc1ccn(Cc2ccccc2)n1)c1ccc2c(c1)OCO2,-2%,-41%,8%,1%,-24%,1.6%,-0.2%,-3.2%,-24%
O=C(NCCCCNC(=O)c1cccnc1)c1cccnc1,10%,-11%,2%,12%,17%,-0.2%,0.2%,-3.0%,1%
Cc1ccc(S(=O)(=O)/N=C(\c2ccccc2)N(C)S(=O)(=O)c2ccc(C)cc2)cc1,13%,0%,12%,15%,-16%,-0.8%,-0.1%,5.2%,2%
Cc1c(Cl)cccc1NC(=S)N/N=C/c1ccccc1Cl,12%,0%,·,-7%,-11%,-0.6%,-0.3%,26%,2%
CN(C(=O)C1CCC1C(=O)O)c1nc(-c2ccc(Cl)s2)cs1 (stereo not drawn),4%,4%,-4%,12%,11%,2.1%,-0.2%,-7.3%,-15%
O=C(Nc1ccno1)Nc1ccc(Cl)cc1Cl,7%,10%,0%,-6%,-18%,2.1%,0.6%,3.4%,12%
C/C=C(\C)CN1CCN(c2cccc(C)c2C)CC1,2%,-4%,13%,·,27%,0.3%,-0.1%,-2.2%,22%
O=C(Cc1cc(=O)[nH][nH]1)N/N=C/c1cccc2ccccc12,29%,-7%,-2%,-2%,-8%,26%,-0.3%,-2.2%,8%
CCC(=O)Nc1sc2c(c1C#N)CCCCC2,18%,-12%,9%,-8%,-114%,0.0%,0.2%,9.7%,-21%
Cc1ccc(C(=O)NCC(=O)NCC(=O)OCc2ccc(F)cc2)cc1,5%,-30%,-1%,12%,-23%,-0.3%,0.8%,1.6%,15%
CCOc1ccc(CCNC(=O)CN2C(=O)COc3ccc(S(=O)(=O)N4CCOCC4)cc32)cc1,·,4%,4%,2%,-7%,1.2%,-0.4%,1.0%,5%
Cc1ccccc1CSCC(Nc1ccc(C(=O)O)cc1[N+](=O)[O-])C(=O)O (stereo not drawn),6%,4%,-1%,-5%,20%,2.7%,0.2%,1.7%,14%
COc1ccc(NS(=O)(=O)c2ccc(NC(=S)NC(=O)/C=C/c3ccccc3)cc2)nn1,-8%,-7%,5%,27%,-11%,21%,0.9%,-5.5%,18%
COc1c(C)cc(Br)cc1C(=O)Nc1cccc(NC(=O)c2ccco2)c1,-1%,70%,9%,4%,7%,1.6%,-0.1%,-1.7%,3%
c1ccc(-c2csc(Nc3ccccn3)n2)cc1,9%,-87%,14%,3%,-45%,0.0%,-0.3%,9.1%,-161%
O=C(NO)c1ccccc1C(F)(F)F,-1%,-2%,4%,14%,8%,-1.4%,-0.2%,-1.8%,-30%
CS(=O)(=O)N1CCCC(C(=O)NCc2ccc(F)cc2)C1 (stereo not drawn),9%,-23%,10%,6%,8%,-0.8%,0.0%,-3.7%,2%
CC1CCN(CCc2nc3cc(NC(=O)COc4ccccc4)ccc3n2C)CC1,10%,-4%,12%,-2%,-3%,-0.1%,0.3%,7.1%,19%
CC(C)(C)n1nnnc1CN(Cc1ccco1)Cc1cc2cc3c(cc2[nH]c1=O)OCO3,23%,·,18%,7%,12%,5.8%,0.2%,0.7%,-1%
CCN(CC)C(=O)Nc1ccc(Br)cc1,1%,-28%,2%,-1%,15%,-0.6%,0.5%,-1.0%,-3%
CCC(C(=O)NC1CCCC1)N(C(=O)Cn1nnc(-c2ccc(C)o2)n1)C(C)(C)C (stereo not drawn),28%,-4%,10%,-14%,-16%,-1.3%,0.3%,-5.2%,-13%
COc1ccc(-c2noc(CN(C)C(=O)CCN3C(=O)[C@H]4CC=CC[C@H]4C3=O)n2)cc1,-1%,-25%,-4%,-6%,-6%,1.2%,-0.1%,4.5%,5%

# 2 compounds drawn at random from the list so far, as already listed:
SMILES,Large T inhibition,NOD1 inhibition,Rac1 GTP hydrolysis,GPR55 antagonists,KOR beta-arrestin-1,HIV fusion peptide,GPR55 activation,KOR beta-arrestin-2,NOD2 inhibition
O=C(Nc1ccc(N2CCCCC2)c(Cl)c1)c1ccc2c(c1)OCCO2,6%,15%,5%,-1%,-22%,-1.7%,0.0%,-2.3%,18%
C/C=C(\C)CN1CCN(c2cccc(C)c2C)CC1,2%,-4%,13%,·,27%,0.3%,-0.1%,-2.2%,22%

# Only part of the results is shown, so the mix of outcomes need not match the whole.
